ALOX15B inhib = blocks human 15-lipoxygenase 2 activity | O15296 | purified 15hLO-2, xylenol orange hydroperoxide absorbance | Potency, µM (series often up to 57.1 µM), inactives show top-dose activity change, negative = inhibition, hits mostly inhibitors | 110,000 compounds, 0.56% hits | AID 881; also: potency is read from the fitted curve at half-maximal effect; nearly all actives have a fitted effect of over 60% in size; many of its hits are not listed in these tables
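Screening format was qHTS against 50 nM purified 15hLO-2 in Hepes pH 7.5 with detergent. Activity follows hydroperoxide formation from 45 uM arachidonic acid, measured as 573:405 nm absorbance ratio of the ferric-xylenol orange complex.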
ALOX12 inhib = inhibitors of human 12-lipoxygenase (ALOX12); P18054; purified 12-hLO, xylenol orange hydroperoxide absorbance; Potency, µM (series often up to 57.1 µM), inactives show at the highest dose activity change, negative = inhibition, usual class: inhibitors; 150,000 compounds, 0.12% hits; AID 1452; also: potency is read from the fitted curve at half-maximal effect; nearly all actives have a fitted effect of over 55% in size; many of its hits are not listed in these tables
Target sequence (P18054 whole entry, looked up): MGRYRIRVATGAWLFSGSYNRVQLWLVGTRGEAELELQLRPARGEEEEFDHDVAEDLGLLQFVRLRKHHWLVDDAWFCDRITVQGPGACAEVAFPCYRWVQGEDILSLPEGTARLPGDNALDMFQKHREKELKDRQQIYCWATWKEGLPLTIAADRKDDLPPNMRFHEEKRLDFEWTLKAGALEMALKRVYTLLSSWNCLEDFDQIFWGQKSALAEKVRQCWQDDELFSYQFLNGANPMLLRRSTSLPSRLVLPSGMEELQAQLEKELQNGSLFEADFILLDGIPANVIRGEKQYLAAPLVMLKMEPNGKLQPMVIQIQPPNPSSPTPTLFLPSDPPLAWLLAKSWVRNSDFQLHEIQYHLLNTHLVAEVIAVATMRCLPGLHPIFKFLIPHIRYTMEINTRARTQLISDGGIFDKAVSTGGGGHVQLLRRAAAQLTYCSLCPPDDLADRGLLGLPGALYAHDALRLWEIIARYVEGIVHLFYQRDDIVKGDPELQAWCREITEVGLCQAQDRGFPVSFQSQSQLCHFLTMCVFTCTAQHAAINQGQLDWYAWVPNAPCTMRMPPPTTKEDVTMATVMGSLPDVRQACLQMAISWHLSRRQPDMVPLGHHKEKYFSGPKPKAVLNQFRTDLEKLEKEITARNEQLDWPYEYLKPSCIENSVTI
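Hydroperoxide output read as Fe(III)-xylenol orange absorbance, 573-to-405 nm ratio, after 30 min reaction with 40 uM arachidonic acid. Enzyme: 150 nM purified human 12hLO, 15 min compound preincubation; 25 mM Hepes pH 7.0, room temperature.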
PNC inhibitor = inhibitors of perinucleolar compartment assembly | PC3M PTB-GFP, PNC prevalence imaging, 16 h; hits give low values | activity change (PNC), negative = inhibition, % at 10 µM | 140,000 compounds, 3.1% hits | AID 2417;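 active = readout at or below -70, meaning at least 70% loss of cells showing the perinucleolar compartment, a nuclear body marking cancer cells; inconclusive = readout between -30 and a set limit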;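 also: plate controls were DMSO wells for no effect and camptothecin positive control wells for full effect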
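Compounds are pinned in duplicate onto adhered PC3M cells stably expressing GFP-tagged PTB and incubated 16 h at 37 C. Cells are then fixed, nuclei stained with Hoechst, and PNC-positive cells counted.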
IMPase cell inh = membrane-permeable compound that blocks inositol monophosphatase; P97697; CHO-M1 cells, IP1 accumulation, HTRF TR-FRET ratio; inhibition (IP1 accumulation), % at 46.1 µM; 120,000 tested, under 10 active; active = well fitted curve in the direction sought with a large enough effect in the signal ratio, not every such curve was filed as active; inconclusive = small, poorly fitted or top-dose-only effect, or a change in a side signal; inactive = no such curve, though single readings can be large or run the other way; the % refers to the signal ratio;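 also: cells stimulated with carbachol in lithium chloride buffer; plate controls were DMSO basal wells for no effect and reference inhibitor wells for full effect; higher means more IMPase inhibition seen as more IP1 and lower FRET ratio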
Target sequence (P97697 whole entry, looked up): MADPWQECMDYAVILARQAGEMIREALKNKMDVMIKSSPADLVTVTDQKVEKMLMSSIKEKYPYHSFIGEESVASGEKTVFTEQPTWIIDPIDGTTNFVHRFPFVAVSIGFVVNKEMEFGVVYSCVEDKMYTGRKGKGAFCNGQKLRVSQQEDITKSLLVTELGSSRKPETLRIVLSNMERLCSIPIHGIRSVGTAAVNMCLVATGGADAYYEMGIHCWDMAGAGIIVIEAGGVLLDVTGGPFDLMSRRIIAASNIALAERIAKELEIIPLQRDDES
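CHO-M1 cells (CHO stably expressing M1 receptor), compound up to 46 uM final, stimulated with carbachol (50 uM as added) in buffer with 50mM LiCl, pH 7.4, 30 min at 37C. Cytosolic IP1 read by TR-FRET; AC50 from Hill fits.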
The depositor's hits bear a star; ? = inconclusive; nt = not tested or not shown; [ ] = another dose, or the depositor's remark. Unless noted, calls follow the shape of the dose curve; as a rule, active = well fitted curve in the direction sought with a large enough effect; inconclusive = small, poorly fitted or top-dose-only effect, or another doubt; inactive = no such curve, though single readings can be large; an effect the other way counts as inactive or inconclusive. Unless noted, % is scaled to controls: 0 for no effect and ±100 for the full control effect. An excerpt; count on the stated rates, not on these rows.

Start of the data: the first 5 compounds, to show the layout:
SMILES	ALOX15B inhib	ALOX12 inhib	PNC inhibitor	IMPase cell inh
O=C(c1cccc(F)c1)N1CCN(c2cc(N3CCCCC3)c(F)cc2[N+](=O)[O-])CC1	-4%	1%	-26	9
Cc1cc(C)n2nnnc2c1C#N	4%	-3%	28	5
COC(=O)c1sccc1NC(=O)CN(C)NS(=O)(=O)c1ccc(F)cc1	nt	13%	16	2
Cc1nn(CCC(=O)NNC(=S)Nc2cccc(Cl)c2)c(C)c1[N+](=O)[O-]	nt	-5%	32	3
O=[N+]([O-])c1ccc(Cl)c(CN2CCSCC2)c1	nt	2%	?	nt

The list itself, repeating the preview:
SMILES	ALOX15B inhib	ALOX12 inhib	PNC inhibitor	IMPase cell inh
O=C(c1cccc(F)c1)N1CCN(c2cc(N3CCCCC3)c(F)cc2[N+](=O)[O-])CC1	-4%	1%	-26	9
Cc1cc(C)n2nnnc2c1C#N	4%	-3%	28	5
COC(=O)c1sccc1NC(=O)CN(C)NS(=O)(=O)c1ccc(F)cc1	nt	13%	16	2
Cc1nn(CCC(=O)NNC(=S)Nc2cccc(Cl)c2)c(C)c1[N+](=O)[O-]	nt	-5%	32	3
O=[N+]([O-])c1ccc(Cl)c(CN2CCSCC2)c1	nt	2%	?	nt
Cn1ncc2c(Cl)ncnc21	-5%[11.4 µM]	-3%[11.4 µM]	nt	nt
COc1ccc(NC(=O)N2CCC(c3nc(-c4cccs4)no3)CC2)cc1	4%	-1%	?	-6
CCc1ccc(NC(=O)c2ccc(C3SCC(=O)N3CCc3ccccc3)cc2)cc1 (stereo not given)	0%	-5%	-3	6
COc1ccccc1CCNC(=O)c1cnccn1	-5%	-5%	-26	-6
O=C(Cn1cc([N+](=O)[O-])cn1)Nc1ccccn1	1%	-1%	57	-1
CCCN(CCC)S(=O)(=O)c1ccc(C(=O)N2CCC(=O)c3ccccc32)cc1	-2%	-16%	24	13
CCc1cccc2c(=O)c(C(=O)NCCN3CCOCC3)c[nH]c12	-3%	-3%	?	5
CCC(=O)N1CCN(c2ccccc2NC(=O)c2ccc(OC)c(Cl)c2)CC1	-2%	-6%	22	-2
CCOC(=O)c1cnc(Nc2nc3ccccc3o2)nc1CSC(=S)N(CC)CC	nt	-1%	-6	6
C(=N\Nc1nn[nH]n1)/c1ccccc1	-8%	-7%	34	-1
O=C(NC1CCCCC1)OCCN1CCN(Cc2ccccc2)CCC1=O	nt	-1%	?	nt
O=C(c1ccco1)N1CCN(C(=O)C2CCCN(S(=O)(=O)Cc3ccccc3)C2)CC1 (stereo not given)	-8%	4%	?	-5
CC1CCCN(c2nc3c(c(=O)n(C)c(=O)n3C)n2CCSc2nc3ccccc3o2)C1 (stereo not given)	7%	-2%	16	4
CCNc1ncc2nc(-c3ccccc3)c(=O)n(Cc3ccc(F)cc3)c2n1	-1%	-9%	nt	nt
CCOC(=O)c1c(NC(=O)c2cc(-c3ccc(Cl)s3)nc3ccccc23)sc(C(N)=O)c1C	nt	2%	-21	-8
CCCC(=O)N(Cc1cc2cc(C)ccc2[nH]c1=O)c1ccccc1OC	-4%	-1%	-5	7
CN1CCCN=C1/C=C\c1cccs1	0%[25.6 µM]	-1%[25.6 µM]	nt	9[20.6 µM]
COc1ccc(NC(=O)c2ccc3c(=O)n(Cc4ccco4)c(=S)[nH]c3c2)c(OC)c1	-14%	-1%	-4	-5
CCOc1ccc(-n2c(C)cc(/C=N\NC(=O)CC(=O)NC3CCCCC3)c2C)cc1	nt	-8%	43	nt
CC(=O)Nc1ccc(S(=O)(=O)N2CCN(S(=O)(=O)N3CCCCCC3)CC2)cc1	2%	-1%	38	1
COC(=O)C(CCCCNC(=O)OCc1ccccc1)NC(=O)CN (stereo not given)	3%	4%	29	9
COc1ccc(C(=O)COC(=O)CCN=C2NS(=O)(=O)c3ccccc32)cc1OC	15%	-3%	13	-12
Cc1cccc2sc(N(CCCN(C)C)C(=O)CCc3ccccc3)nc12	nt	1%	?	11
Cc1nc(SCC(=O)N(C)Cc2ccco2)c2c(C)c(C)sc2n1	-6%	-6%	15	-11
Cc1ccc(CNC(=O)CSc2c3c(nc4cc(Cl)ccc24)CCCC3)o1	-13%	-9%	?	-19
OC(CNCC1CCCO1)Cn1c2ccc(Br)cc2c2cc(Br)ccc21 (stereo not given)	nt	-2%	-12	15
Cc1cc2c(cc1C)CSC(c1ccccc1OC(=O)C(C)(C)C)SC2	-1%	-9%	-9	-4
O=C(CSc1nnc2ccccn12)N1CCc2ccccc2C1	11%	-2%	?	-7
Cc1nc2ccccc2n1CC(O)COC1CCCCC1 (stereo not given)	nt	5%	?	15
CC1CC(C)CN(S(=O)(=O)c2cccc(C(=O)OCCN3CCCC3=O)c2)C1 (stereo not given)	-4%	1%	?	-2
CCC(=O)Nc1nnc(-c2ccncc2)s1	1%	0%	37	4
CCOc1ccc(NC(=O)CN(C)CC(=O)Nc2cc(Cl)ccc2C#N)cc1OCC	4%	0%	21	-10
Nc1ccc(C2CCCc3nonc32)c2nonc12 (stereo not given)	-3%	-6%	-7	0
Cc1ccc(C(=O)NCC(=O)NCC(=O)OCC(=O)c2ccc([N+](=O)[O-])cc2)cc1	-10%	-13%	29	-1
COc1ccc(OCc2cccc(C(=O)Nc3cc(C)on3)c2)cc1	nt	6%	-1	9
CCOC(=O)c1c(NC(=O)Cn2c(C)nc3ccccc32)sc2c1CCC2	0%	-4%	34	7
Cc1nc(N/C(N)=N/S(=O)(=O)c2ccc([N+](=O)[O-])cc2)nc2ccccc12	nt	-4%	66	5
COc1ccc(-c2csc(N(CC3CCCO3)C(=O)c3ccc(C)cc3)n2)cc1 (stereo not given)	nt	-4%	13	19
COC1C/C(=N\O)C2OC(c3ccccc3)OCC2O1 (stereo not given)	nt	6%	7	nt
CC(C(=O)NCCN1CCOCC1)c1ccc([N+](=O)[O-])cc1 (stereo not given)	nt	0%	?	nt
Cc1ccc(S(=O)(=O)NCC(=O)N2CCC(C)CC2)cc1	5%	-7%	0	4
O=C(CSc1nnc(-c2ccc3c(c2)OCCO3)o1)NC1CCCCC1	-9%	-1%	25	-14
CC1(C(=O)O)COC(c2ccc([N+](=O)[O-])cc2)OC1 (stereo not given)	-9%	4%	-24	-1
COc1c(N)c2ccccc2[nH]c1=O	6%	4%	25	-5
O=C(Nc1nc(-c2ccc(S(=O)(=O)N3CCCC3)cc2)cs1)C1COc2ccccc2O1 (stereo not given)	5%[2.29 µM]	-9%	?	2
COc1cc(C(c2c(C)[nH][nH]c2=O)c2c(C)[nH][nH]c2=O)ccc1OCc1ccc([N+](=O)[O-])cc1	24%	-9%	?	7
CCN1CCN(C(=O)CN(CC)S(=O)(=O)c2ccc(Cl)cc2)CC1	6%	2%	8	-2
Cc1ccc(-c2ccc(=O)n(CC(=O)Nc3cccc(C(=O)N4CCN(C)CC4)c3)n2)cc1	4%	-6%	22	7
CCN(CC)C(=O)CN(C)S(=O)(=O)c1cccc2nsnc12	-6%	-2%	15	-1
O=C(COC(=O)c1c2ccccc2cc2ccccc12)Nc1ncc(C(F)(F)F)cc1Cl	4%	2%	-1	-1
O=C(c1ccco1)N1CCC2(CCCN(c3ncccn3)C2)CC1	-2%	-1%	nt	nt
CC(C)(C)CC(C)(C)c1ccc(O)c(C[N+](C)(C)[O-])c1	-9%[11.4 µM]	-3%[11.4 µM]	nt	nt
Cn1c(NC(=S)Nc2ccccc2)nc2ccccc21	nt	-8%	-3	-12
Cc1ccn(CC(=O)N/N=C/c2cc([N+](=O)[O-])ccc2O)n1	nt	-8%	30	nt
CC(C)(C)C1CCC(=NNc2ncc(C(F)(F)F)cc2Cl)CC1 (stereo not given)	?	-25%	52	2

New compounds follow
SMILES	ALOX15B inhib	ALOX12 inhib	PNC inhibitor	IMPase cell inh
CC1=NC2(CCCc3c2no[n+]3[O-])N(O)C1(C)C (stereo not given)	-12%	-6%	-13	0
Cc1ccccc1OCC(=O)Nc1ccc(C(N)=O)cc1	0%	-4%	-5	-7
CCCc1cc(=O)n2[nH]c(NCc3ccc(Cl)cc3Cl)nc2n1	-2%	-16%	?	6
CCCC1CCC(C(=O)Nn2cnc3ccccc3c2=O)CC1 (stereo not given)	13%	1%	17	-4
CC(=O)Nc1ccccc1-c1nc2ccc(C(=O)N3CCN(c4ccccc4)CC3)cc2[nH]c1=O	nt	-4%	143	0
COc1ccc(NC(=O)CSc2nnc(NC(=O)c3ccc(S(=O)(=O)N4CCOCC4)cc3)s2)cc1	nt	2%	42	nt
O=C(COC(=O)c1ccc2c(c1)C(=O)N(Cc1ccncc1)C2=O)Nc1ccccc1[N+](=O)[O-]	nt	-2%	-21	nt
CC(C)(C)NC(=O)C(c1ccncc1)N(C(=O)CNC(=O)c1ccco1)c1ccc2c(c1)OCO2 (stereo not given)	-2%	-15%	?	1
Cc1cccc2nc(=S)n(C(=O)c3ccco3)n12	-1%	13%	?	-2
Cc1c(NS(=O)(=O)c2ccccc2)c(=O)n(-c2ccccc2)n1C	4%	6%	-14	-4
CCNCc1cc(OCC)c(OCC(=O)NCCc2ccccc2)cc1Cl	48%[activator]	-3%	-19	16
CSc1ccc(NC(=O)CC(C)=O)cc1	-9%	-5%	-12	1
Clc1ccc(-c2csc(N3CCSCC3)n2)cc1	nt	-4%	0	nt
CCC(C)NC(=O)COc1ccccc1[N+](=O)[O-] (stereo not given)	nt	2%	?	-1
CCN1CCN(c2cc(C)c3cc(NC(=O)c4cnccn4)ccc3n2)CC1	17%	6%	?	3
Brc1ccc(CSc2ncnc3nc[nH]c23)cc1	nt	3%	?	-1
N#CC1=C(N)OC2=C(CCc3ccccc32)C1c1ccccc1 (stereo not given)	nt	1%	-83*	nt
CC(C)(C)c1ccc(C(=O)c2c[nH]c(C(=O)NCc3cccnc3)c2)cc1	23%	-2%	32	6
CC(=O)Nc1cccc(NC(C)=O)n1	nt	2%	-119*	0
COC(=O)C1CCN(C(=O)COc2ccc(Cl)cc2)CC1	4%	4%	-8	8
Cc1ccc(C)c(CN2C(=O)C(C)Oc3ccc(C)cc32)c1 (stereo not given)	-5%	-1%	15	3
Cc1ccccc1NC(=O)C1CC(=O)N(c2ccccc2F)C1 (stereo not given)	5%	-4%	?	-8
COc1ccc(S(=O)(=O)N(CCc2ccccc2)CC(=O)N2CCOCC2)cc1	-2%	-13%	?	2

Six entries picked at random from those above, as already listed:
SMILES	ALOX15B inhib	ALOX12 inhib	PNC inhibitor	IMPase cell inh
Brc1ccc(CSc2ncnc3nc[nH]c23)cc1	nt	3%	?	-1
Cc1ccc(C)c(CN2C(=O)C(C)Oc3ccc(C)cc32)c1 (stereo not given)	-5%	-1%	15	3
COC(=O)C1CCN(C(=O)COc2ccc(Cl)cc2)CC1	4%	4%	-8	8
Cc1ccccc1NC(=O)C1CC(=O)N(c2ccccc2F)C1 (stereo not given)	5%	-4%	?	-8
COc1ccc(S(=O)(=O)N(CCc2ccccc2)CC(=O)N2CCOCC2)cc1	-2%	-13%	?	2
CC(C)(C)c1ccc(C(=O)c2c[nH]c(C(=O)NCc3cccnc3)c2)cc1	23%	-2%	32	6

Compound activity: PubChem, National Center for Advancing Translational Sciences (NCATS)
